Source: PubChem
TR SRC2 fluor cs – Texas Red fluorescence interference in TRb-SRC2 counter-screen. TRb/SRC2 Texas Red total fluorescence interference. Potency, µM (doses to about 106 µM), inactives show at the top dose fluorescence change, negative = quenching. hit rate 0.29% among 280,000; active = well fitted curve in either direction with a large enough effect; inconclusive = small, poorly fitted or top-dose-only effect; also: potency is read from the fitted curve at half-maximal effect; % is scaled to controls: 0 for no effect and ±100 for the full control effect
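Flags fluorescent or light-absorbing compounds by total fluorescence, S + 2P, at 555 nm excitation and 632 nm emission. Mixture: 20 nM Texas Red SRC2 peptide, 0.6 uM human TRb LBD, 1 uM T3, 5% DMSO; compound exposure 5 h at ambient temperature.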
Tau fluor cs – counter-screen for tau fibril formation inhibitors | tau K18 P301L Alexa594 fluorescence, heparin fibrillization | Potency, µM (top dose mostly 57.7 µM), for the others: at the highest dose activity change, negative = decrease | hit rate 0.93% among 280,000 | AID 1463; also: potency is read from the fitted curve at half-maximal effect; % is scaled to controls: 0 for no effect and ±100 for the full control effect; nearly all actives have a fitted effect of over 55% in size
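Human tau K18 P301L (15 uM unlabeled, 0.24 uM Alexa 594-labeled) in 100 mM sodium acetate pH 7 with 20 uM heparin, 6 hr at 37 C. ThT 30 uM added, 1 hr ambient; Alexa 594 FP and total fluorescence read at 555/632 nm.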
Tau fibril FP – tau fibrillization inhibition (FP); AID 1468; P10636; hit rate 0.39% among 280,000; Potency, µM (series often up to 57.7 µM), without a hit: top-dose activity, negative = inhibition, most hits filed as inhibitors; K18 P301L tau heparin fibrillization, Alexa594 FP, 6 h; also: potency is read from the fitted curve at half-maximal effect; % is scaled to controls: 0 for no effect and ±100 for the full control effect; nearly all actives have a fitted effect of over 55% in size
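Heparin (20 uM) drove fibril formation of recombinant tau K18 P301L, 15 uM unlabeled with 0.24 uM Alexa 594 label, for 6 hr at 37 C in 100 mM sodium acetate pH 7. Fluorescence polarization (555/632 nm) read 1 hr after 30 uM ThT.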
Epigenetic derep – epigenetic control regulation, reporter derepression; murine LDR cells, GFP reporter derepression, 30 h; hit rate 0.2% among 280,000; Potency, µM (highest dose often 53.9 µM), without a hit: at the top dose GFP activation, usual class: activators; also: potency is read from the fitted curve at half-maximal effect; % of control where 0% means no effect; nearly all actives have a fitted effect of over 60% in size
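GFP-positive cell count by laser-scanning cytometry (objects 20–120 um) after 30 h, 37 C compound exposure of murine LDR cells; reporter is CMV-GFP integrated at a silenced locus, inducible by HDAC or DNMT inhibitors.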
CBFb-RUNX1 inh – blocks binding between human CBF-beta and RUNX1. AlphaScreen CBFb-His/RUNX1-biotin binding, biochemical. Potency, µM (titrated, usually from 59.8 µM), for inactives: top-dose activity, negative = inhibition, hits mostly inhibitors. 230,000 tested, under 10 active; also: % of control where 0% means no effect
Target sequence (Q01196 whole entry, looked up): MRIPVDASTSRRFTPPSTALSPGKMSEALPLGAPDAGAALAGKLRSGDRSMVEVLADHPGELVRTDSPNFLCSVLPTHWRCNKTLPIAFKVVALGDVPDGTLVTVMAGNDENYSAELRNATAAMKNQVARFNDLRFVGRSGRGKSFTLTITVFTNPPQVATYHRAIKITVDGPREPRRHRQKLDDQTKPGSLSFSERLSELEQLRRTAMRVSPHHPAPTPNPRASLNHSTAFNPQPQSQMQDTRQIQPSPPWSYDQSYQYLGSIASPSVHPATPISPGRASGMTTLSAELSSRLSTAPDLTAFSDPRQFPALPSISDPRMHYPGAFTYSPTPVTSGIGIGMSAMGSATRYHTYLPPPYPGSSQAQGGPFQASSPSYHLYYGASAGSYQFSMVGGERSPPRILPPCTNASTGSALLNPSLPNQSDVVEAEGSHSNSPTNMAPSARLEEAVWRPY
Target sequence (Q13951 whole entry, looked up): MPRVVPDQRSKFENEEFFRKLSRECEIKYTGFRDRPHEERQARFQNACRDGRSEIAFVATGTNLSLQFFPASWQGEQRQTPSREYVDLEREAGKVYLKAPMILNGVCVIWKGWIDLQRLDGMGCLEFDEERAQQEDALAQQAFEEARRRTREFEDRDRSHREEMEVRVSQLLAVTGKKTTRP
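AlphaScreen binding: CBFb-His and RUNX1-biotin (30 nM each) preincubated 20 min, compound added for 15 min, then nickel and streptavidin beads for 90 min, all at room temperature. Disruption of the interaction by any mechanism counts as activity.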
NPSR antag – neuropeptide S receptor (human) antagonism, cAMP | CHO-NPSR cells, cAMP TR-FRET, antagonist mode | Potency, µM (titrated, usually from 38.3 µM), inactives show at the highest dose activity change, negative = inhibition, hits mostly inhibitors | hit rate 1% among 220,000 | AID 1461; also: potency is read from the fitted curve at half-maximal effect; % is scaled to controls: 0 for no effect and ±100 for the full control effect; nearly all actives have a fitted effect of over 50% in size; many of its hits are not listed in these tables
TRb SRC2 PPI – inhibitors of human thyroid hormone receptor beta-SRC2 interaction; P10828; TRbeta-SRC2 peptide binding, fluorescence polarization; receptor liganded with 1 µM T3; Potency, µM (titrated, usually from 106 µM), without a hit: at the highest dose activity change, negative = inhibition, actives largely listed as inhibitors; hit rate 0.065% among 280,000; AID 1469;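 also: potency is read from the fitted curve at half-maximal effect; plate controls were bound peptide for no effect and peptide without receptor for full effect; nearly all actives have a fitted effect of over 50% in size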
Target sequence (P10828 whole entry, looked up): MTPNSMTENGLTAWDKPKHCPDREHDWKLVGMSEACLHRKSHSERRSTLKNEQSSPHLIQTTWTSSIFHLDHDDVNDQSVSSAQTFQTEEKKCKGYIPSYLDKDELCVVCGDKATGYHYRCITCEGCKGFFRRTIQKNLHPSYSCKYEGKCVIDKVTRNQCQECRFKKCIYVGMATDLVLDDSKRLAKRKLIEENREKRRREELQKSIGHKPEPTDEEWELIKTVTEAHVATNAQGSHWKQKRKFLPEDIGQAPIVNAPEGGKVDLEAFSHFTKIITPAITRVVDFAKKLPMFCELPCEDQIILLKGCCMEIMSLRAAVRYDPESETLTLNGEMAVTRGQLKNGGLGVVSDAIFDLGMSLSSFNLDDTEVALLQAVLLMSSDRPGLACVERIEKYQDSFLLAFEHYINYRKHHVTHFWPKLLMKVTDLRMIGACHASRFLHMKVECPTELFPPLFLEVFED
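Human TRb LBD (0.6 uM) plus Texas Red-labeled SRC2 peptide (20 nM), 1uM T3, 5% DMSO, 5 hr at ambient temperature. Decreased polarization (555/632 nm) flags inhibition; data normalized to free and bound peptide controls.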
aGal spleen mod – alpha-galactosidase A (human) modulation; human spleen homogenate, 4MU-alpha-Gal fluorescence, 40 min; AID 2107; Potency, µM (series often up to 80 µM), for the others: at the top dose activity change, negative = inhibition, hits mostly inhibitors; hit rate 0.008% among 240,000; P06280;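 also: potency is read from the fitted curve at half-maximal effect; 0% = enzyme with vehicle and -100% = no enzyme basal signal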
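qHTS titration in buffer at pH 5.0. Alpha-galactosidase activity in spleen homogenate was measured via 4-methylumbelliferone release from 1 mM fluorogenic substrate after 40 min at 37C and a pH 10 stop. AC50 came from Hill fits of control-normalized data.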
The depositor's hits bear a star; ? = inconclusive; . = not tested or not shown; [ ] = dose if it differs, or a comment. Unless noted, calls follow the shape of the dose curve; as a rule, active = well fitted curve in the direction sought with a large enough effect; inconclusive = small, poorly fitted or top-dose-only effect, or another doubt; inactive = no such curve, though single readings can be large; an effect the other way counts as inactive or inconclusive. These rows are one share of the data; count on the stated rates, not on these rows.

Values run as follows: TR SRC2 fluor cs, Tau fluor cs, Tau fibril FP, Epigenetic derep, CBFb-RUNX1 inh, NPSR antag, TRb SRC2 PPI, aGal spleen mod
1. N#Cc1ccc(Oc2ccc(/C=N/O)cn2)cc1
→ -7%, -11%, -1%, 2.4%, 20%, 13%[46.1 µM], -7%, -2%
2. COc1ccc(C(=O)NCCn2cc(SCC(=O)NCc3ccco3)c3ccccc32)cc1
→ 3%, -19%, -3%, 1.0%, -9%, -8%[46.1 µM], 6%, 10%
3. CN(C)S(=O)(=O)c1ccc(C(=O)NC(=O)CSc2ccccc2)cc1
→ -1%, -3%, 3%, -1.1%, -12%, 14%, 1%, 0%
4. O=C1NC(=O)C2(COC(c3ccncc3)OC2)S1 (stereo not given)
→ -5%, 2%, -2%, 0.7%, 5%, 13%, -16%, 3%
5. CCCOc1cccc(C2/C(=C(/O)c3ccc(F)cc3)C(=O)C(=O)N2CCN(C)C)c1 (stereo not given)
→ 2%, -3%, -8%, -0.8%, -1%, -14%[46.1 µM], 3%, -1%
6. CC/C=C/C(=O)N1CC2(CC(c3cccc(NC(=O)CCCCC)c3)=NO2)C[C@H]1C(N)=O (stereo not given in full)
→ -1%, 3%, -5%, -1.1%, 19%, 10%, 0%, -1%
7. Cc1ccccc1NC(=O)N1CCc2c(sc3c2CCCC3)C1c1ccccc1 (stereo not given)
→ -1%, -19%, -6%, 5.4%, ., ., 6%, .
8. O=C(C1CCC1)N(CCc1ccccc1)Cc1nc2ccccc2c(=O)[nH]1
→ 2%, -7%, 9%, 0.0%, 1%, 0%[46.1 µM], -25%, 0%
9. CCOc1cc(Cl)c(S(=O)(=O)n2ccnc2)cc1Cl
→ -3%, -6%, 2%, 0.0%, ., ., 3%, .
10. O=C(CSc1nccn1-c1cccc(Cl)c1)NO
→ -1%, 2%, 3%, -4.6%, 8%, 42%, -7%, 7%
11. O=C1CC(=O)N(CCc2ccccc2)C(=O)N1CCc1ccccc1
→ 4%, -26%, ?, -2.1%, 1%, -13%[46.1 µM], -8%, -5%
12. CCOc1ccc(C(=O)OCCN(C)C)cc1
→ -1%, -11%, ?, 0.4%, -1%, -2%[46.1 µM], 3%, -7%
13. C/C(=N/NC(=O)OC(C)(C)C)c1ccco1
→ -1%, -8%, -2%, -1.0%, -8%, 12%, 5%, 3%
14. Cc1nc(NS(=O)(=O)c2ccccc2C)c2c3c(sc2n1)CCC3
→ 0%, 2%, 1%, -0.3%, -4%, -14%[46.1 µM], 1%, 9%
15. CCOC(=O)c1ccc(CSc2ncn[nH]2)o1
→ 0%, 0%, 0%, -1.1%, 4%, -3%[46.1 µM], 0%, 3%
16. NS(=O)(=O)c1cccc(NC(=O)CCS(=O)(=O)c2ccc(Cl)cc2)c1
→ -1%, -2%, 1%, 1.3%, -7%, 10%, -2%, -1%
17. CC1C=CCC2C(=O)N(c3ccc(OC(=O)c4ccco4)cc3)C(=O)C12 (stereo not given)
→ 0%, -3%, -2%, 4.4%, 1%, 4%, 0%, 4%
18. Cc1ccc(C(=O)COc2ccccc2N2C(=O)c3ccccc3C2=O)cc1
→ -17%, 2%, 0%, -1.1%, 10%, 5%, 2%, 6%
19. COc1cccc(C2C=C(c3cccs3)Nc3ncnn32)c1OC (stereo not given)
→ ., 0%, -4%, 0.8%, -1%, -24%[46.1 µM], ., 8%
20. C=C(C)C(=O)N1CC2(CC(c3cccc(NC(=O)/C(C)=C\C)c3)=NO2)C[C@H]1C(N)=O (stereo not given in full)
→ -2%, 7%, 0%, 3.2%, 17%, 16%, -3%, 20%

Values by screen from above.
Compounds 11–19 in aGal spleen mod, in turn: -5%, -7%, 3%, 9%, 3%, -1%, 4%, 6%, 8%
Compounds 11–19 in CBFb-RUNX1 inh, in turn: 1%, -1%, -8%, -4%, 4%, -7%, 1%, 10%, -1%
Compounds 11–19 in Tau fibril FP, in turn: ?, ?, -2%, 1%, 0%, 1%, -2%, 0%, -4%

Next section.
Values run as follows: TR SRC2 fluor cs, Tau fluor cs, Tau fibril FP, Epigenetic derep, CBFb-RUNX1 inh, NPSR antag, TRb SRC2 PPI, aGal spleen mod
21. O=S(=O)(NCC1NCCc2ccccc21)c1ccccc1 (stereo not given)
→ -1%, -1%, -2%, -3.0%, -2%, 1%, -7%, 2%
22. NC(=O)CC(O)c1cccc(Cl)c1 (stereo not given)
→ -4%, 1%, -9%, -1.0%, 4%, 3%[46.1 µM], -18%, -11%
23. Cc1ccc(C(=O)Nc2nc(-c3nnn(-c4cccc(Cl)c4C)c3C)ns2)cc1C
→ -1%, -7%, -1%, -3.7%, ., ., 0%, .
24. COc1ccc(/C=C/C(=O)NCCc2nc3ccccc3[nH]2)cc1
→ 0%, -15%, -10%, -1.0%, 4%, -5%, 7%, 6%
25. CC(C)OCCCNC(=O)c1cc2c(-c3ccc(Cl)cc3)nn(C)c2s1
→ 0%, -12%, 0%, 0.2%, ., ., 1%, .
26. CCc1cccc(NC(=O)c2ccc(NS(=O)(=O)c3c(C)noc3C)cc2)c1
→ 2%, ?, -14%, -1.5%, -1%, ?, -4%, 9%
27. CCc1cnc2c(c1SCC(=O)NCc1ccc(C)cc1)c(=O)n(C)c(=O)n2C
→ 1%, 5%, 0%, 6.3%, ., ., 4%, .
28. COCCN1C=C(C(=O)OC)C(c2ccc(Cl)cc2)C(C(=O)OC)=C1
→ 0%, 5%, 4%, -12%, 4%, -53%, -1%, 0%
29. COc1ccc(NC(=O)c2cc3c(s2)-c2c(C)cccc2OC3)cc1Cl
→ -21%, -29%, ?, 9.5%, ., ., 2%, .
30. COc1ccccc1C1Nc2c(sc3nc(C)cc(C)c23)C(=O)N1c1ccccc1 (stereo not given)
→ -1%, -30%, 4%, 6.7%, ., ., 4%, .
31. O=C(C1CCN(S(=O)(=O)N2CCOCC2)CC1)N1CCN(c2ccccc2)CC1
→ -1%, -7%, -9%, -0.9%, 0%, -5%[46.1 µM], 1%, -3%
32. CCN1C(=O)C(C(=O)NC(C)c2ccccc2)C2CC1(C)Oc1ccccc12 (stereo not given)
→ -1%, -12%, -4%, 1.1%, 2%, -5%, -3%, 1%
33. CCCC(=O)NC(C)C(c1cccs1)N1CCN(C)CC1 (stereo not given)
→ -1%, -9%, 4%, -0.9%, 7%, -7%[46.1 µM], -12%, 4%
34. Cc1c(N=NC2=C(O)CC(C)(C)CC2=O)c(=O)n(-c2ccccc2)n1C
→ 1%, -4%, 2%, 1.0%, -14%, -14%, -1%, 4%
35. O=C1c2ccncc2C(=O)N1c1cccc(Cl)c1
→ -1%, -2%, -6%, 0.8%, -6%, 5%, -9%, -6%
36. Cc1cc(C)cc(-n2ccnc2SCC(=O)Nc2ccc(C)cc2C)c1
→ -1%, -9%, -3%, 1.4%, ., ., 4%, .
37. CC(C)OCCCNC(=O)CN1C(=O)/C(=C/c2ccccc2)Sc2ccccc21
→ -1%, -17%, 3%, 1.8%, 3%, -25%, 15%, -3%
38. O=C(CSc1ccccn1)N/N=C/c1cc([N+](=O)[O-])ccc1O
→ -3%, -10%, 11%, -4.7%, -24%, -1%, -1%, -9%
39. CC(C)(C)C(=O)NC(=S)NNC(=O)c1ccncc1
→ 1%, -3%, -5%, -1.1%, -4%, -3%, 0%, 14%
40. CCOC(=O)c1snc(C(=O)NC2CCCCC2)c1N
→ 0%, -11%, 7%, -1.0%, 17%, -10%[46.1 µM], -4%, 5%
41. O=C(CSc1nnc(COc2ccccc2)n1-c1ccccc1)c1cccs1
→ -4%, -8%, -1%, 2.9%, -3%, -20%[46.1 µM], 1%, 4%
42. CCC(=O)NCCc1nc2cc(NC(=O)c3cccs3)ccc2n1C
→ -3%, -13%, 1%, -0.4%, 3%, 4%, -1%, -6%
43. CC(=O)Nc1ccc(NC(=O)C(C)OC(=O)CNC(=O)c2sc3ccccc3c2Cl)cc1 (stereo not given)
→ 0%, -7%, -5%, -3.0%, 0%, 0%, -10%, -7%
44. CCCCCCS(=O)[C@H]1CS(=O)(=O)C[C@@H]1S(=O)CCCCCC (stereo not given in full)
→ -1%, 4%, -10%, 2.8%, 0%, 4%[46.1 µM], -1%, 3%
45. O=C(Cc1ccc(F)cc1)Nc1ccccc1Sc1ccccc1
→ 4%, -10%, -3%, 0.0%, -3%, -12%, -4%, 1%
46. CCN1C(=O)c2ccccc2Sc2ccc(NC(=O)N3CCN(c4cc(C)ccc4C)CC3)cc21
→ -2%, -21%, -2%, ?, ., ., -1%, .
47. Cc1nc2c(c(C)c1CCC(=O)N1CCN(c3ccccc3)CC1)c(=O)n(C)c(=O)n2C
→ ?, -14%, -6%, 0.0%, ., ., -2%, .
48. CCSc1nnc(NC(=O)c2cc(C)on2)s1
→ -1%, 0%, -4%, 0.0%, 11%, -9%[46.1 µM], -8%, -10%
49. Cc1ccc(O)c(-c2cc(-c3cccc(F)c3)n[nH]2)c1
→ -7%, 32µM*[quencher], ?, -1.0%, 4%, ?, 7%, -1%
50. OC(COc1ccc(OCc2ccccc2)cc1)CN1CCCCC1 (stereo not given)
→ 3%, -13%, -1%, 0.9%, 5%, 21%[46.1 µM], 2%, 2%
51. COc1cc(NS(=O)(=O)c2ccc(NC(=O)CN3C(=O)c4ccccc4C3=O)cc2)nc(OC)n1
→ -2%, -8%, -7%, -1.2%, 5%, 0%, 2%, 1%
52. COc1ccc(/C=N/N=C2/NC(=O)C(CC(=O)O)S2)cc1OCc1ccccc1Cl (stereo not given)
→ 1%, -7%, 3%, -1.1%, ?, 15%, 4%, -2%
53. CCN(CC)CCC(C)OC(=O)c1ccc(O)cc1O (stereo not given)
→ -1%, 1%, -5%, 1.6%, 4%, 14%, 1%, 7%
54. Cc1ccc(S(=O)(=O)NC(=O)NCc2ccc(F)cc2)cc1
→ -1%, 10%, 1%, 1.1%[10.1 µM], -3%, 11%, -7%, -7%
55. COc1ccccc1-n1c(=O)c2c3c(sc2n2c(SC(C)C)nnc12)CCC3
→ 2%, -6%, -1%, -16%, -4%, -18%[46.1 µM], 2%, -7%
